Casp1 inh – blocks human caspase-1 allosterically or competitively | P29466 | Caspase-1 enzyme, Ac-WEHD-AFC fluorogenic rate | Potency, µM (doses to about 57.5 µM), for inactives: at the highest dose activity change, negative = inhibition, actives largely listed as inhibitors | 75,000 compounds, 0.03% hits | AID 900;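 note: potency is the fitted concentration of half-maximal effect; plate controls were vehicle for no effect and no substrate for full effect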
Target sequence (P29466 120-297 limits assumed): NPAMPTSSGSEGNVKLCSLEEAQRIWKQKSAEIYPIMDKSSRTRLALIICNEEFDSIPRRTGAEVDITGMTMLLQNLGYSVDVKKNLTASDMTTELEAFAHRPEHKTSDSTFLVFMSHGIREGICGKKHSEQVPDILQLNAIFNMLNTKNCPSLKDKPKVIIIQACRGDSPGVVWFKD
Target sequence (P29466 317-404 limits assumed): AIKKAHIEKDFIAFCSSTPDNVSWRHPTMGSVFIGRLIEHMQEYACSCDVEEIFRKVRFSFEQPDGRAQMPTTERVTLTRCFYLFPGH
A350 autofl – compound fluoresces in the Alexa 350 spectral region; max dye-equivalent concentration, M; 59,000 compounds, 11% hits; AID 590; Compound autofluorescence, 340/450 nm, Alexa 350 dye-equivalents; hits give high values; in the data active = max dye-equivalent concentration above about 10 nM; inconclusive = mostly about 1.1 nM to 9.6 nM
Casp7 inh – blocks human caspase-7 allosterically or competitively. P55210. recombinant caspase-7, Ac-DEVD-AFC fluorescence rate. Potency, µM (highest dose often 57.5 µM), without a hit: at the highest dose activity change, negative = inhibition, actives largely listed as inhibitors. 75,000 compounds, 0.02% hits; active = well fitted inhibition curve with a large enough effect in the main read-out, with a control signal flat, not every such curve was filed as active; inconclusive = small, poorly fitted or top-dose-only effect, or a change in a side signal; note: potency is the fitted concentration of half-maximal effect; % of control where 0% means no effect
Target sequence (P55210 24-198 limits assumed): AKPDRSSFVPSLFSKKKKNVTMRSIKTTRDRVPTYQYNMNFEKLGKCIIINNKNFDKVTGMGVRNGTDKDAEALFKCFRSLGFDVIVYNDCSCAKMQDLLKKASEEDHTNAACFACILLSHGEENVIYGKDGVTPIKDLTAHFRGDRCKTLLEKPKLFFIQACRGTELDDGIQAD
Target sequence (P55210 207-303 limits assumed): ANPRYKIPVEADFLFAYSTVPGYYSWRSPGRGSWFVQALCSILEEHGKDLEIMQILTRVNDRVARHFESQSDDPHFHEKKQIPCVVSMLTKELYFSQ
BRCT inh red – disrupts BRCA1 BRCT binding to phosphoprotein, red fluorophore readout; BRCT-phosphopeptide binding, red fluorescence polarization; 75,000 compounds, 0.03% hits; P38398; Potency, µM (top dose mostly 76.9 µM), for the others: at the highest dose activity change, negative = inhibition, hits mostly inhibitors; AID 892; note: % is set by controls: 0 for no effect and ±100 for the full control effect
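Fluorescence polarization: 100 nM His-tagged BRCA1 BRCT with 100 nM TAMRA-labelled phospho-BACH1 decapeptide, phosphate buffer pH 7.3 with 150 mM NaCl, DTT, 0.01% Tween 20; 12 min RT. Binding inhibition seen as FP decrease.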
4MU fluor – compounds fluorescent in 4-MU spectral region; compound autofluorescence, 340/450 nm, 4-MU equivalents; hits give high values; max dye-equivalent concentration, M; 59,000 compounds, 11% hits; AID 589; in the data active = max dye-equivalent concentration above about 10 nM; inconclusive = mostly about 1.1 nM to 9.6 nM
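Intrinsic fluorescence at 340/450 nm (ex/em) was read after 15 min at room temperature in pH 8.0, 100 mM Tris. Each compound concentration expressed as 4-MU-equivalent concentration from a six-point 4-MU standard series on each plate.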
BRCT PPI green – inhibitors of human BRCA1 BRCT-phosphoprotein interaction (green fluorophore) | AID 875 | P38398 | 75,000 compounds, 0.05% hits | BRCA1 BRCT-phosphopeptide binding, green fluorescence polarization | Potency, µM (doses to about 76.9 µM), inactives show at the top dose activity change, negative = inhibition, usual class: inhibitors;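 note: potency is the fitted concentration of half-maximal effect; plate controls were peptide without protein for full effect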
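Compounds were incubated for 12 min at room temperature with a complex of 100 nM fluorescein-tagged pBACH1 decapeptide and 250 nM His-tagged BRCT protein. Buffer was phosphate pH 7.3 with EDTA, DTT and Tween 20. Disruption of binding lowers the polarization signal.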
HEK293 cAMP ctrl – parental HEK293 cAMP activation (counter-screen) | parental HEK293 CNG cAMP sensor, membrane potential fluorescence | Potency, µM (top dose mostly 57.1 µM), inactives show at the top dose activation, hits mostly activators | 73,000 compounds, 2.5% hits | AID 938; note: potency is the fitted concentration of half-maximal effect; % of control where 0% means no effect; nearly all actives have a fitted effect of over 55% in size
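Parental HEK 293 cells stably expressing a modified CNG channel (no TSHR) report cAMP rise as membrane depolarization. Membrane potential dye with 100 uM RO 20-1724 was loaded for 60 min at room temperature, then compound added for 30 min; fluorescence read at 590 nm.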
TexasRed autofl – Texas Red region autofluorescence; Compound fluorescence, Texas Red channel, 547/618 nm; hits give high values; max dye-equivalent concentration, M; 59,000 compounds, 0.06% hits; in the data active = max dye-equivalent concentration above about 10 nM; inconclusive = between about 1.1 nM and that limit
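Texas Red-region profiling: compounds in 100 mM Tris pH 8.0 were read at 547/618 nm after 15 min at room temperature. Intensities were normalized against a six-point Texas Red standard series to give dye-equivalent concentration.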
USP2a inh – blocks human ubiquitin-specific protease USP2a. USP2a enzymatic assay, qHTS inhibition. Potency, µM (titrated, usually from 38.3 µM), for the others: top-dose activity change, negative = inhibition, hits mostly inhibitors. 60,000 compounds, 0.1% hits. AID 927;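 note: potency is the fitted concentration of half-maximal effect; nearly all actives have a fitted effect of over 60% in size; plate controls were DMSO for no effect and NEM full inhibition control for full effect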
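20 nM USP2 core + cpd, 30 min RT; add 20 nM Ub-PLA2/20 uM NBD C6-HPC; read Ex460/Em535 at 0 h and 2.5 h. Normalized to NEM; qHTS curve fit/classification.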
Fluorescein autfl – compound autofluorescence in fluorescein spectral region. max fluorescein-equivalent concentration, M. AID 593. 59,000 compounds, 0.91% hits. Compound autofluorescence, 480/540 nm, fluorescein-equivalent; hits give high values; in the data active = max fluorescein-equivalent concentration above about 10 nM; inconclusive = between about 1.1 nM and that limit
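Values reflect compound autofluorescence, normalized to fluorescein on the same plate and reported at each tested concentration. Conditions: 100 mM Tris pH 8.0, room temperature, 15 min, excitation 480 nm, emission 540 nm.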
Rhodamine fluor – compound fluoresces in the rhodamine spectral region | 59,000 compounds, 0.05% hits | Rhodamine-region fluorescence, 547/598 nm, Tris buffer; hits give high values | max dye-equivalent concentration, M | AID 594; in the data active = max dye-equivalent concentration above about 11 nM; inconclusive = between about 1.1 nM and that limit
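Steps: pin-transfer compounds into pH 8.0 Tris (100 mM), hold 15 min at room temperature, image with a 547/598 nm filter pair, and convert intensities to rhodamine-equivalent concentration using a six-point on-plate rhodamine series.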
An asterisk follows results filed as active; i = inactive; ? = inconclusive; nt = not tested or not shown; [ ] = dose if it differs, or a comment. Unless noted, calls come from the whole dose curve; as a rule, active = well fitted curve in the direction sought with a large enough effect; inconclusive = small, poorly fitted or top-dose-only effect, or another doubt; inactive = no such curve, though single readings can be large; an effect the other way counts as inactive or inconclusive. This is a subset. The share of hits here may be higher or lower than overall.

(1) O=C(Nc1ccc2c(c1)OCO2)C1Cc2ccccc2CN1S(=O)(=O)c1cccs1 (stereo unspecified)
(2) CC(C)NC(=O)CSc1nnc(-c2ccc(S(=O)(=O)N3CCCC3)cc2)n1CC1CCCO1 (stereo unspecified)
(3) COc1ccc(N(C)C(=O)c2ccc3snnc3c2)cc1
(4) Cn1cccc1Cc1nnc(SCC(=O)NC2CCCCC2)n1-c1ccc(F)cc1
(5) CC(C)NC[C@H](O)c1cc(O)cc(O)c1
(6) Cc1cc(C(=O)Nc2cccc(C(=O)O)c2)oc1C
(7) CC(C)n1c(SCC(N)=O)nc2c1c(=O)n(C)c(=O)n2C
(8) COC(=O)CCC(=O)Nc1ccc(Cl)c(Cl)c1
Compound	1	2	3	4	5	6	7	8
Casp1 inh	-9%	-1%	-2%	-2%	-6%[25.7 µM]	-1%	-1%	0%
A350 autofl	i	i	nt	nt	?	i	i	i
Casp7 inh	-15%	0%	0%	-2%	-7%[25.7 µM]	0%	-1%	-2%
BRCT inh red	-3.6%	-1.1%	-0.4%	-1.6%	1.3%[34.4 µM]	-3.8%	0.9%	-1.0%
4MU fluor	i	i	nt	nt	?	i	i	i
BRCT PPI green	1.8%	-3.1%	-1.8%	-3.5%	0.0%[34.4 µM]	1.1%	-1.7%	0.5%
HEK293 cAMP ctrl	14%	10%	6%[11.4 µM]	17%	0%[25.6 µM]	3%	-6%	-8%
TexasRed autofl	i	i	nt	nt	?	i	i	i
USP2a inh	-1%	-3%	nt	nt	-1%[17.1 µM]	-8%	5%	8%
Fluorescein autfl	i	?	nt	nt	?	i	i	?
Rhodamine fluor	i	i	nt	nt	i	i	i	i

(9) CCOC(=O)c1ccc(N2C(=O)CC(N3CCN(Cc4ccccc4)CC3)C2=O)cc1 (stereo unspecified)
(10) CCN(CC)c1ccc(NC(=O)CN2C(=O)CC(C)(C)S(=O)(=O)c3ccccc32)c(C)c1
(11) COc1ccc2[nH]c(C(=O)O)c(NS(=O)(=O)c3ccc(Cl)s3)c2c1
(12) Nc1nnc(SCC(=O)N2CCN(c3ccccc3)CC2)s1
(13) CC(C)OC(=O)Nc1ccc(Oc2c(F)c(F)c(F)c(F)c2F)cc1
(14) C[C@@H](C(=O)Nc1ccc2ccccc2c1)[C@H]1C[C@]1(C)[C@H](NC(=O)c1cccnc1)c1ccccc1
(15) CC(=O)c1cccc(NC(=O)c2ccco2)c1
(16) CCOc1cccc(/C(O)=C2/C(=O)C(=O)N(Cc3ccco3)C2c2ccncc2)c1 (stereo unspecified)
Compound	9	10	11	12	13	14	15	16
Casp1 inh	-3%	1%	0%	0%	3%	-4%	-2%	1%
A350 autofl	nt	nt	i	i	i	nt	?	i
Casp7 inh	0%	-3%	-1%	0%	-1%	-4%	2%	-2%
BRCT inh red	-0.9%	-0.2%	-0.1%	0.5%	-0.6%	-2.0%	-0.8%	0.2%
4MU fluor	nt	nt	i	i	i	nt	?	i
BRCT PPI green	-0.3%	0.0%	-3.3%	-0.5%	-0.7%	-3.6%	-0.1%	-1.5%
HEK293 cAMP ctrl	5%	-4%	12%	-1%	0%	14%	6%	0%
TexasRed autofl	nt	nt	i	i	?	nt	i	i
USP2a inh	18%	nt	-10%	8%	-6%	nt	-6%	-5%
Fluorescein autfl	nt	nt	i	?	?	nt	?	?
Rhodamine fluor	nt	nt	i	i	i	nt	i	i

The last 4 compounds of the part before come first, to join the parts.
(13) CC(C)OC(=O)Nc1ccc(Oc2c(F)c(F)c(F)c(F)c2F)cc1
(14) C[C@@H](C(=O)Nc1ccc2ccccc2c1)[C@H]1C[C@]1(C)[C@H](NC(=O)c1cccnc1)c1ccccc1
(15) CC(=O)c1cccc(NC(=O)c2ccco2)c1
(16) CCOc1cccc(/C(O)=C2/C(=O)C(=O)N(Cc3ccco3)C2c2ccncc2)c1 (stereo unspecified)
(17) CN1CCN(c2nc(N3CCN(c4ccccc4)CC3)ncc2F)CC1
(18) CCC(C)Nc1nc2c(c(=O)n(C)c(=O)n2C)n1Cc1ccc(F)cc1 (stereo unspecified)
(19) CC1Oc2ccccc2N(Cc2ccccc2F)C1=O (stereo unspecified)
(20) O=C(NCc1ccccn1)c1cc2cc(Br)ccc2oc1=O
(21) CCOC(=O)CNC(=O)CSc1nnc(-c2ccco2)n1N
(22) O=C(CC(SCCO)c1ccc2c(c1)OCO2)c1ccco1 (stereo unspecified)
(23) Cc1nc2ccc(-n3ccc(=O)cc3)cc2s1
(24) O=C(NC1CCC(NC(=O)C(F)(F)C(F)F)CC1)C(F)(F)C(F)F (stereo unspecified)
Compound	13	14	15	16	17	18	19	20	21	22	23	24
Casp1 inh	3%	-4%	-2%	1%	-2%	-1%	-3%	2%	-2%	-1%	0%	1%
A350 autofl	i	nt	?	i	?	i	i	i	i	?	i	nt
Casp7 inh	-1%	-4%	2%	-2%	-1%	2%	-1%	-3%	5%	-1%	0%	-2%
BRCT inh red	-0.6%	-2.0%	-0.8%	0.2%	-2.5%	-0.4%	0.6%	-0.7%	1.3%	-0.1%	0.7%	3.1%
4MU fluor	i	nt	?	i	?	i	i	i	i	?	i	nt
BRCT PPI green	-0.7%	-3.6%	-0.1%	-1.5%	-0.2%	-0.2%	0.0%	-0.3%	-3.9%	-3.9%	-3.2%	4.5%
HEK293 cAMP ctrl	0%	14%	6%	0%	22%	5%	30%	2%	2%	9%	-2%	-3%
TexasRed autofl	?	nt	i	i	?	i	i	i	i	i	?	nt
USP2a inh	-6%	nt	-6%	-5%	11%	6%	-12%	6%	-4%	-3%	-1%	-2%
Fluorescein autfl	?	nt	?	?	i	i	i	i	i	i	?	nt
Rhodamine fluor	i	nt	i	i	i	i	i	i	i	i	i	nt

(25) Cc1cnc(CNc2ccnc(-c3ccccc3CN(C)C)n2)cn1
(26) [O-][n+]1onc2c1CCC1N(O)C(c3ccccc3)CC21O (stereo unspecified)
(27) CCOC(=O)c1ccccc1NC(=O)C1COc2ccccc2O1 (stereo unspecified)
(28) Brc1ccc(-c2nn3c(-c4ccccn4)nnc3s2)o1
(29) CCCn1c(=O)c(C(=O)Nc2ccccc2C(=O)OC)c(O)c2ccccc21
(30) COc1ccccc1Cn1c(=O)c2ccccc2n2c(Sc3ncnc4sccc34)nnc12
(31) O=C(Cn1ccc2ccccc2c1=O)NCCC(=O)N1CCN(C2CCCCC2)CC1
(32) Cc1cc(C(F)(F)F)c(C#N)c(SCC(=O)NC(C)(C)C)n1
Compound	25	26	27	28	29	30	31	32
Casp1 inh	-1%	-1%	-8%	-13%	-1%	-5%	0%	-3%
A350 autofl	i	i	nt	?	8.7e-08M*	i	i	i
Casp7 inh	-5%	-1%	-2%	-17%	-2%	-5%	-11%	0%
BRCT inh red	-2.2%	0.1%	0.5%	-2.1%	-0.1%	-0.2%	-0.1%	-1.1%
4MU fluor	i	i	nt	?	6.8e-08M*	i	i	i
BRCT PPI green	-1.2%	1.1%	-1.9%	0.5%	-1.3%	1.6%	-2.5%	0.6%
HEK293 cAMP ctrl	2%	4%	25µM*	6%	26%	-4%	18%	13%
TexasRed autofl	i	i	nt	?	i	i	i	i
USP2a inh	-6%	2%	-5%	18%	41%[activator]	48%[activator]	2%	12%
Fluorescein autfl	i	i	nt	i	?	?	?	i
Rhodamine fluor	i	i	nt	i	i	i	i	i

Whole records as entered above. Screens in order: Casp1 inh | A350 autofl | Casp7 inh | BRCT inh red | 4MU fluor | BRCT PPI green | HEK293 cAMP ctrl | TexasRed autofl | USP2a inh | Fluorescein autfl | Rhodamine fluor
Entry for `O=C(Cn1ccc2ccccc2c1=O)NCCC(=O)N1CCN(C2CCCCC2)CC1` → 0% | i | -11% | -0.1% | i | -2.5% | 18% | i | 2% | ? | i
Entry for `COc1ccccc1Cn1c(=O)c2ccccc2n2c(Sc3ncnc4sccc34)nnc12` → -5% | i | -5% | -0.2% | i | 1.6% | -4% | i | 48%[activator] | ? | i

Further records
(33) CCOC(=O)c1c(C)oc2cc(Br)c(OC(C)C(=O)OCC)cc12 (stereo unspecified)
(34) O=C(NCC1CCCO1)c1c(O)c2cccc3c2n(c1=O)CCC3 (stereo unspecified)
(35) CCOc1ccc2ccccc2c1/C=N/n1cncn1
(36) O=C(NCc1ccccc1)C1CCN(S(=O)(=O)N2CCOCC2)CC1
(37) COc1ccc(-n2c(SCC(N)=O)nc3sc4c(c3c2=O)CCN(C)C4)cc1
(38) COC(=O)c1ccccc1OCC(=O)NC1CCCCC1
(39) CC(=O)OC1CC(C)(C)N(OC(=O)CCCN2C(=O)c3ccccc3C2=O)C(C)(C)C1
Compound	33	34	35	36	37	38	39
Casp1 inh	0%	1%	1%	-1%	nt	-1%	0%
A350 autofl	nt	?	?	i	?	?	i
Casp7 inh	0%	0%	-1%	4%	nt	0%	1%
BRCT inh red	-0.5%	0.3%	-2.1%	-0.7%	nt	-0.4%	-1.3%
4MU fluor	nt	?	?	i	?	i	i
BRCT PPI green	1.2%	2.2%	7.0%	-1.9%	nt	-3.0%	-0.8%
HEK293 cAMP ctrl	?	21%	14%	2%	nt	30%	10%
TexasRed autofl	nt	i	?	i	i	?	i
USP2a inh	-12%	8%	-6%	12%	nt	5%	8%
Fluorescein autfl	nt	i	?	i	i	i	?
Rhodamine fluor	nt	i	i	i	i	i	i

Screening results (PubChem BioAssay)
